PI5P4Ka inh = PI5P4K alpha (human) kinase inhibition; PI5P4Kalpha enzyme, ADP-Glo luminescence, 60 min; stronger effect = lower value; max response, %; actives 1.2% (n = 330,000); P48426; active = max response of -50% or lower; inconclusive = between -30% and -50%; inactive = -30% or higher; also: value at the top dose of about 77 µM; % is scaled to controls: 0 for no effect and ±100 for the full control effect
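Human PI5P4Kalpha with substrate in 0.038 M HEPES pH 7.4, 0.28 mM EGTA, 0.1% CHAPS, 5% DMSO; reaction started with 5 microM ATP (final), 60 min at room temperature. ADP formed read by ADP-Glo luminescence.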
EPAC1 antag = antagonists of human EPAC1 | actives 0.14% (n = 360,000) | O95398 | Potency, µM (doses to about 115 µM), for inactives: at the highest dose activity change, negative = inhibition, usual class: inhibitors | AID 720709 | EPAC1 GEF assay, Rap1b-BODIPY-GDP exchange fluorescence;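 also: potency is read from the fitted curve at half-maximal effect; plate controls were vehicle for no effect and positive control for full effect; nearly all actives have a fitted effect of over 50% in size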
Target sequence (O95398 whole entry, looked up): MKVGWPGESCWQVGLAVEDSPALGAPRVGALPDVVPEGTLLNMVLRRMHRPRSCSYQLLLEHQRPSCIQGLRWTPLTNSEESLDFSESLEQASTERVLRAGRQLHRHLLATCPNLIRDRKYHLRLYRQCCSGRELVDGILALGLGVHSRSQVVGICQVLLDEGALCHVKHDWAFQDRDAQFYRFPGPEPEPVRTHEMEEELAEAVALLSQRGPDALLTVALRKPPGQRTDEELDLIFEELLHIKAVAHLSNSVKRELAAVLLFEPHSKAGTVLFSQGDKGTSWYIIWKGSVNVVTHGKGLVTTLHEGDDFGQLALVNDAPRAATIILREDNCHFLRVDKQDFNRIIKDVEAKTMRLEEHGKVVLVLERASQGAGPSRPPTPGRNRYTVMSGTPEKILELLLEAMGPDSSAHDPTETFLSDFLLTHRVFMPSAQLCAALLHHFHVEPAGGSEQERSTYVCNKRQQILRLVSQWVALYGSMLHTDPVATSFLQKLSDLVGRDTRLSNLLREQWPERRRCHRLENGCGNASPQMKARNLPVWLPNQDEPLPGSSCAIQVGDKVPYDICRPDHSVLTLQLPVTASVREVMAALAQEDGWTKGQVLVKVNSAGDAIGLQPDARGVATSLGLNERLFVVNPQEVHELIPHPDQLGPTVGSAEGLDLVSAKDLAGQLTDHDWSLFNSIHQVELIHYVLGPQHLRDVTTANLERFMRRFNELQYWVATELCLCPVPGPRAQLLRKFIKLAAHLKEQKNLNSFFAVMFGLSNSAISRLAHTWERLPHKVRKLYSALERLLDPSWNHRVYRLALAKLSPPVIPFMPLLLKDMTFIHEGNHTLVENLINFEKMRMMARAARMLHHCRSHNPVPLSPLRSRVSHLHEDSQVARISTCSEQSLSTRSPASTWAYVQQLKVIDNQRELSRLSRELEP
PLK1 PBD inh = PLK1 (human) polo-box domain binding inhibition; P53350; Plk1 PBD binding of FITC phosphopeptide, fluorescence polarization; Potency, µM, inactives show max response, negative = inhibition, hits mostly inhibitors; actives 2.8% (n = 360,000); AID 720504; also: potency is read from the fitted curve at half-maximal effect; series mostly up to about 57 µM; % is scaled to controls: 0 for no effect and ±100 for the full control effect; nearly all actives have a fitted effect of over 65% in size
FUS yeast rescue = FUS proteinopathy suppression in yeast. S. cerevisiae FUS-expressing, growth rescue, OD600, 24 h. Potency, µM (titrated, usually from 76.6 µM), inactives show at the top dose growth rescue (activation), hits mostly activators. actives 0.24% (n = 390,000). AID 1347120;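 also: potency is read from the fitted curve at half-maximal effect; plate controls were DMSO vehicle for no effect and reference control for full effect; nearly all actives have a fitted effect of over 55% in size; some results filed as inactive show a strong effect at the top dose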
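Read-out: OD at 600 nm after 24hr at 30C, reporting rescue of FUS-induced yeast toxicity. Cells at OD 0.005 in galactose (2%) minimal medium; compounds tested in a dilution series; CP55940 titration from 92uM final as control.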
aSyn rescue = rescues yeast growth from alpha-synuclein toxicity; Yeast expressing alpha-synuclein, growth rescue, BacTiter-Glo, 24 h; Potency, µM (doses to about 46.1 µM), without a hit: top-dose growth rescue (activation), most hits filed as activators; actives 0.14% (n = 370,000); also: potency is read from the fitted curve at half-maximal effect; % of control where 0% means no effect; nearly all actives have a fitted effect of over 65% in size
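Rescue of yeast growth: cells expressing toxic alpha-synuclein, induced in galactose at OD600 0.02, incubated with compound 24 h at 30 C. ATP luminescence quantified growth; inhibitors of toxicity appear as activators.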
IL2 activator = IL-2 activation; IL-2 activation reporter assay, cell-based qHTS; stimulated with anti-CD3/CD4/CD28 beads; in transgenic mouse T cells; AID 652025; activation, % (series mostly up to about 46 µM); actives 0.065% (n = 360,000); in the data active = activation above about 50%; inconclusive = mostly about 30% to 49%; also: 0% is about no effect
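Quantitative HTS in unstimulated transgenic mouse T cells, with memory T cells as non-tolerant control and PMA/ionomycin as tolerance-bypass control. Compound pretreatment lasted 60 minutes before 18 h bead stimulation; EGFP/DsRed fluorescence read.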
EPAC1 agonist = EPAC1 (human) agonism; EPAC1 agonist qHTS, biochemical assay; response scale: 100% = response to 6.5 mM cAMP; Potency, µM (highest dose often 154 µM), for the others: at the top dose activation, actives largely listed as activators; actives 0.073% (n = 360,000); AID 720707; also: potency is read from the fitted curve at half-maximal effect; nearly all actives have a fitted effect of over 60% in size
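Normalized to 6.5 mM cAMP, activity reflects EPAC1-catalysed release of BODIPY-GDP from Rap1B, followed kinetically over 30 min at 480 nm excitation, 540 nm emission. Reaction contained 100 nM EPAC1, 250 nM Rap1B-BODIPY-GDP, 50 uM GDP.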
WRN helicase inh = inhibitors of human WRN helicase. Q14191. WRN helicase unwinding, fluorescent forked duplex, kinetic. Potency, µM (top dose mostly 114 µM), for the others: top-dose activity change, negative = inhibition, most hits filed as inhibitors. actives 0.46% (n = 360,000). AID 651768; also: potency is read from the fitted curve at half-maximal effect; % is scaled to controls: 0 for no effect and ±100 for the full control effect; nearly all actives have a fitted effect of over 55% in size
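WRN at 20 nM final was preincubated with compound for 15 min at room temperature; reaction started with 100 nM forked duplex oligonucleotide carrying fluorophore and quencher plus 2 mM ATP (final). Unwinding followed kinetically by red fluorescence (ex 525/em 598 nm).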
Abeta rescue = restores growth of yeast expressing A-beta42 peptide | yeast expressing A-beta42, growth rescue, OD600, 48 h; response scale: 0% DMSO, 100% iron-clioquinol control | Potency, µM (doses to about 46.1 µM), for the others: top-dose growth rescue, most hits filed as activators | actives 0.063% (n = 410,000); also: potency is read from the fitted curve at half-maximal effect; nearly all actives have a fitted effect of over 55% in size
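Growth rescue measured by 600 nm absorbance after 48 h yeast culture at 30 C with compound. Values normalized between DMSO and an equimolar ferric chloride plus clioquinol control.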
The depositor's hits bear a star; ? = inconclusive; nt = not tested or not shown; & = joins results of further samples; [ ] = remark or other dose. Unless noted, calls follow the shape of the dose curve; as a rule, active = well fitted curve in the direction sought with a large enough effect; inconclusive = small, poorly fitted or top-dose-only effect, or another doubt; inactive = no such curve, though single readings can be large; an effect the other way counts as inactive or inconclusive.

(1) CN1CCN(Cc2c(C#N)c3ccccc3n2C)CC1
(2) C#CCSc1nnc(-c2ccc(C)cc2)o1
(3) CCc1ccc(/C=C2\SC(=S)N(CCC(=O)Nc3cc(C)on3)C2=O)cc1
(4) NC(=O)COC(=O)[C@@H]1CC(O)CN1S(=O)(=O)c1ccc2c(c1)OCCO2 (stereo partly drawn)
(5) CCOC(=O)[C@]12CCC=C1N(Cc1ccc(Cl)cc1Cl)C(=O)[C@H](CC(=O)N1CCC(c3ccccc3)CC1)C2
(6) CC(C)NC(=O)c1cc(=O)n(C)c(=O)n1C
(7) O=c1oc(-c2cccs2)nc2ccc(Cl)cc12
(8) CC(NC(=O)C12CC3CC(CC(O)(C3)C1)C2)c1ccccc1 (stereo not drawn)
assay / compound	1	2	3	4	5	6	7	8
PI5P4Ka inh	0	2	2	-3	-1	11	0	-4
EPAC1 antag	-2%	-4%	?	3%	2%	9%	-10%	5%
PLK1 PBD inh	-2%	-3%	6%	0%	-3%	-6%	-3%	-7%
FUS yeast rescue	16%	0%	14%	0%	?	nt	-32%	10%
aSyn rescue	-6%	15%	3%	-4%	-5%	1%	-18%	5%
IL2 activator	-1.6	-0.2	1.5	3.7	-0.2	-0.3	-2.3	0.3
EPAC1 agonist	-4%	5%	7%	7%	-7%	-2%	-4%	7%
WRN helicase inh	7%	1%	-28%[57.1 µM]	0%	6%	-11%	-11%	-14%
Abeta rescue	24%	-3%	-1%	1%	0%	13%	-17%	9%

(9) COc1ccc(S(=O)(=O)Nc2cc3c4c(c2)CCN4C(=O)CC3)cc1
(10) CCCCCC(=O)NNC(=O)c1c(O)c2ccccc2n(CC)c1=O
(11) O=C(O)c1cccc(S(=O)(=O)Nc2ccc3c(c2)CCC3)c1
(12) O=C(c1cccc(C(F)(F)F)c1)C1CCCN(Cc2cccc(OCCO)c2)C1 (stereo not drawn)
(13) CN(C)Cc1c(C#N)c2ccccc2n1C
(14) CCNc1nc(CC)nc2c1oc1ccccc12
(15) FC(F)(F)c1ccc(Cl)c(-n2c(-c3cc(C4CC4)[nH]n3)n[nH]c2=S)c1
(16) C=C(CN(C)C)C(=O)c1ccc(OC2OC(COC(C)=O)C(OC(C)=O)C(OC(C)=O)C2OC(C)=O)cc1 (stereo not drawn)
assay / compound	9	10	11	12	13	14	15	16
PI5P4Ka inh	3	3	3	12	nt	nt	0	-7
EPAC1 antag	9%	-18%	2%	3%	-22%	1%	-1%	-7%
PLK1 PBD inh	0%	-9%	0%	2%&-11%	-1%	-13%	-26%	15µM*
FUS yeast rescue	0%	33%	-10%	8%	25%	28%	1%	nt
aSyn rescue	-5%	7%	-8%	-7%&16%	-4%	-7%	-6%	1%
IL2 activator	-3.9	-1.3	-0.1	-6.3	-1.3	0.0	0.2	-7.2
EPAC1 agonist	4%	-4%	4%	-7%	3%	9%	0%	-8%
WRN helicase inh	6%	-10%	1%	3%	-5%	-8%	?	?
Abeta rescue	-15%	-5%	-3%	-2%	-7%	-14%	4%	-4%

(17) CC(C)CCNC(=O)c1cc(-c2ccco2)nc2ccccc12
(18) Cc1ccc(C(=O)Nc2ccncc2)c(Cl)c1
(19) O=C(O)CCNC(=O)/C(=C/c1ccco1)NC(=O)c1ccco1
(20) COc1ccc(OC)c(C(=O)NC(CC(N)=O)c2ccc(NC(C)C)c([N+](=O)[O-])c2)c1 (stereo not drawn)
(21) O=c1oc2cc(O)ccc2c2oc3cc(O)ccc3c12
(22) CN1C(=O)C(CC(=O)NC2CCCCC2)SC1=Nc1ccccc1 (stereo not drawn)
(23) CCOC(=O)C1CCN(C(=O)C(CC)c2ccccc2)CC1 (stereo not drawn)
(24) COc1ccccc1Oc1coc2cc(OCC(N)=O)ccc2c1=O
assay / compound	17	18	19	20	21	22	23	24
PI5P4Ka inh	nt	-3	-2	3	?	-16	6	-5
EPAC1 antag	2%	-1%	10%	?	-7%	-1%	-14%	-12%
PLK1 PBD inh	-10%	-4%	-6%	1%	?	30µM*	-14%	5%
FUS yeast rescue	25%	-6%	-8%	-6%	29%	0%	-18%	-18%
aSyn rescue	-1%	-2%	6%	-4%	4%	8%	2%	1%
IL2 activator	-2.2	-0.9	-0.2	0.0	0.1	-0.8	0.2	-0.7
EPAC1 agonist	9%	-3%	-9%	-6%	-9%	6%	-2%	10%
WRN helicase inh	-2%	-8%	-4%	6%	?	2%	-7%	5%
Abeta rescue	-7%	11%	-21%	-2%	2%	-3%	7%	-1%

(25) CCc1cc2c(=O)n(CC(=O)NCCc3ccc(OC)c(OC)c3)cnc2s1
(26) CC(=O)Nc1ccc(S(=O)(=O)N(C)CC(=O)OC(C)C(=O)N(C)C2CCCCC2)cc1 (stereo not drawn)
(27) CCOc1cc(CNc2ccc(N3CCCC3)cc2)cc(Cl)c1OC
(28) CN(C)C(C)(C)C#CCC(c1ccccc1)c1ccccc1
(29) O=C(NCc1ccncc1)c1cccc(S(=O)(=O)Nc2ccc(F)cc2)c1
(30) CC1CCN(CC(O)COc2ccc(F)cc2)CC1 (stereo not drawn)
(31) Cc1ccc(NC(=O)CSc2nnc(CNC(=O)c3ccco3)o2)cc1
(32) CSc1nnc(CNS(=O)(=O)c2ccc(Cl)cc2)n1C
assay / compound	25	26	27	28	29	30	31	32
PI5P4Ka inh	1	2	-12	-1	-2	0	1	2
EPAC1 antag	25%	-12%	5%	-6%	-7%	-10%	0%	-4%
PLK1 PBD inh	-2%	?	-23%	4%	3%	0%	?	-7%
FUS yeast rescue	16%	13%	29%	nt	5%	-17%	-5%	15%
aSyn rescue	-4%	-5%	3%	-1%	-1%	1%	-1%	1%
IL2 activator	0.6	0.8	0.4	-3.1	-0.6	2.5	5.4	-4.2
EPAC1 agonist	0%	0%	-13%	-5%	6%	-8%	4%	0%
WRN helicase inh	6%	-6%	-9%	-4%	-11%	4%	8%	-1%
Abeta rescue	-12%	-14%	-39%[inhibitor]	-2%	13%	-4%	-5%	4%

Nine structures out of the list, arranged by heavy-atom count, lowest first.
(30) CC1CCN(CC(O)COc2ccc(F)cc2)CC1 (stereo not drawn)
(21) O=c1oc2cc(O)ccc2c2oc3cc(O)ccc3c12
(23) CCOC(=O)C1CCN(C(=O)C(CC)c2ccccc2)CC1 (stereo not drawn)
(22) CN1C(=O)C(CC(=O)NC2CCCCC2)SC1=Nc1ccccc1 (stereo not drawn)
(24) COc1ccccc1Oc1coc2cc(OCC(N)=O)ccc2c1=O
(31) Cc1ccc(NC(=O)CSc2nnc(CNC(=O)c3ccco3)o2)cc1
(29) O=C(NCc1ccncc1)c1cccc(S(=O)(=O)Nc2ccc(F)cc2)c1
(25) CCc1cc2c(=O)n(CC(=O)NCCc3ccc(OC)c(OC)c3)cnc2s1
(26) CC(=O)Nc1ccc(S(=O)(=O)N(C)CC(=O)OC(C)C(=O)N(C)C2CCCCC2)cc1 (stereo not drawn)
assay / compound	30	21	23	22	24	31	29	25	26
PI5P4Ka inh	0	?	6	-16	-5	1	-2	1	2
EPAC1 antag	-10%	-7%	-14%	-1%	-12%	0%	-7%	25%	-12%
PLK1 PBD inh	0%	?	-14%	30µM*	5%	?	3%	-2%	?
FUS yeast rescue	-17%	29%	-18%	0%	-18%	-5%	5%	16%	13%
aSyn rescue	1%	4%	2%	8%	1%	-1%	-1%	-4%	-5%
IL2 activator	2.5	0.1	0.2	-0.8	-0.7	5.4	-0.6	0.6	0.8
EPAC1 agonist	-8%	-9%	-2%	6%	10%	4%	6%	0%	0%
WRN helicase inh	4%	?	-7%	2%	5%	8%	-11%	6%	-6%
Abeta rescue	-4%	2%	7%	-3%	-1%	-5%	13%	-12%	-14%

More compounds follow:
(33) CN(CCOc1ccc(-c2ccn(S(=O)(=O)c3ccc(Cl)cc3)n2)cc1)c1ccccn1
(34) COC(=O)Cc1c(C)c2ccc(OCC(C)=O)c(C)c2oc1=O
(35) CCOc1cc(/C=C/c2nc3ccccc3c(=O)[nH]2)ccc1O
(36) CCON1C(=O)C2(CCCCC2)C(=O)C12C=CCCC2 (stereo not drawn)
(37) CCOC(=O)C1(C)CCCCCN1C(=O)c1snnc1C (stereo not drawn)
(38) CC(Sc1nnc(Cc2cccs2)n1C1CC1)C(=O)NC1CCS(=O)(=O)C1 (stereo not drawn)
(39) Cc1ccc(S(=O)(=O)N2CCN(Cc3csc(C)n3)CC2)cc1
(40) Cc1c(C(=O)N2CCCc3ccccc32)oc2ccc(S(=O)(=O)N3CCOCC3)cc12
(41) CCC1CCc2c(sc(NC(=O)C3c4ccccc4Oc4ccccc43)c2C(N)=O)C1 (stereo not drawn)
assay / compound	33	34	35	36	37	38	39	40	41
PI5P4Ka inh	nt	2	4	15	1	1	-2	nt	14
EPAC1 antag	2%	6%	-12%	-1%	-4%	-10%	-5%	-5%	3%
PLK1 PBD inh	1%	-2%	1%	-3%	2%	-9%	4%	-13%	-6%
FUS yeast rescue	?	-9%	-9%	nt	8%	6%	nt	?	nt
aSyn rescue	-1%	-15%	-11%	-1%	-2%	-1%	3%	17%	2%
IL2 activator	0.3	-0.2	-1.9	-2.4	-0.4	-0.1	-1.4	-1.1	-0.5
EPAC1 agonist	11%	-10%	9%	1%	-1%	-57%	-5%	0%	0%
WRN helicase inh	5%	3%	-10%	0%	0%	-3%	-2%	1%	-14%
Abeta rescue	8%	-16%	4%	6%	-5%	3%	3%	5%	7%
